# ERa SRC1 pot: ER-alpha (human) coactivator binding potentiation; P03372; TR-FRET ERalpha-LBD/SRC-Cy5 coactivator binding, 2 h; 100 = basal binding, no effect; coactivator binding (% of control), % at 25.6 µM; 86,000 compounds, 1.3% hits; in the data active = activity above about 200%;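 also: binding measured in presence of low estradiol as agonist stimulus; 0% = peptide alone without receptor and 100% = receptor with peptide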
# PLK1 kinase inh: PLK1 (human) kinase inhibition. P53350. recombinant PLK1 kinase, TR-FRET peptide phosphorylation. inhibition, % at 10 µM. 97,000 compounds, 0.53% hits. AID 619;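 active = inhibition of 50% or more in the single-concentration screen; inactive = inhibition below 50%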;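 also: 0% = DMSO max control and 100% = H-89 dihydrochloride min control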
# Mac1 fbg enh: CD11b/CD18-fibrinogen binding enhancement; P05107+P11215; 93,000 compounds, 0.07% hits; K562 CD11b/CD18 adhesion to fibrinogen, ATPlite luminescence; activation, % at 10 µM;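 active = 10 µM primary screen giving 50% or more activity, confirmed by 40% or more on retest at that dose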; also: strong numbers were not always called active
# PLK1 PBD inh: inhibitors of human Plk1 polo box domain binding. P53350. Plk1 PBD phosphopeptide binding, fluorescence polarization. inhibition, %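 (tested at about 20 µM)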. 97,000 compounds, 0.13% hits; in the data active = inhibition above about 34%, passing the limit was not always enough
# ERa coact inh: ER-alpha (human) coactivator binding inhibition | inhibition, % at 25.6 µM | TR-FRET ER-alpha LBD / SRC-1 peptide, estradiol-bound | AID 629 | 86,000 compounds, 1.7% hits; in the data active = inhibition above about 50%;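 also: 0% = receptor plus peptide control and 100% = peptide only without receptor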
# FAK blocker: inhibitors of human focal adhesion kinase. biochemical FAK kinase activity assay. inhibition, %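 (tested at 7 µM)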. 97,000 compounds, 0.84% hits; in the data active = inhibition above about 19%;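 also: 0% = DMSO and 100% = reference compound high control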
# Target sequence (Q05397 whole entry, looked up): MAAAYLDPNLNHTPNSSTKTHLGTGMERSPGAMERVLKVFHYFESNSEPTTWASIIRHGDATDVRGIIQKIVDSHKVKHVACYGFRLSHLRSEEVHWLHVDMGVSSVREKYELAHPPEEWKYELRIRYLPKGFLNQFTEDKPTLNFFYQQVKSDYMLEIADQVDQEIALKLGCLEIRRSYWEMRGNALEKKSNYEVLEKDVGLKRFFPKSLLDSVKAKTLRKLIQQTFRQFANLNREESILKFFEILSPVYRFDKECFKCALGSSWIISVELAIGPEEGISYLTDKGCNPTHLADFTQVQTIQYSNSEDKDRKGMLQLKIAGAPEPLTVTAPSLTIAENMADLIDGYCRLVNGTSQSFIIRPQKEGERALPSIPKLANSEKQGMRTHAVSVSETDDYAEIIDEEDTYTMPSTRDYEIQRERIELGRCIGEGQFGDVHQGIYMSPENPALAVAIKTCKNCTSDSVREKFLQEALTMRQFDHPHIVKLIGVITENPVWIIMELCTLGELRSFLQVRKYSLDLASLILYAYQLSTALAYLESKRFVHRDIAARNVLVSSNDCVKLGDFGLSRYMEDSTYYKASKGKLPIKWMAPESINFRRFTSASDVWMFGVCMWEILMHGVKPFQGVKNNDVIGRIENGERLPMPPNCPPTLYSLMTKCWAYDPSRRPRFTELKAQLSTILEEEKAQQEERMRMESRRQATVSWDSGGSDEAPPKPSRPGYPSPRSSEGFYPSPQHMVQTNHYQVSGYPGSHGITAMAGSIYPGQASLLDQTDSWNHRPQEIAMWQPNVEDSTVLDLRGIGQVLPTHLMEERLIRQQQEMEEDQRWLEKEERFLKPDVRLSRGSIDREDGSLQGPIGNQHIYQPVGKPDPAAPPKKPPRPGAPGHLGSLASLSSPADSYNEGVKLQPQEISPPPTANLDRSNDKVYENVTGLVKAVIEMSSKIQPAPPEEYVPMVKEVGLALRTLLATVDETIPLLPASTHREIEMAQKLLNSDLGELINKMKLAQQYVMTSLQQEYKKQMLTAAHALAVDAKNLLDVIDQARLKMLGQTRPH
# HIV Rev-RRE inh: inhibitors of HIV-1 Rev-RRE RNA interaction | P05866 | Rev peptide-RRE RNA binding, FRET | inhibition, % at 8 µM | 97,000 compounds, 0.79% hits | AID 704;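 active = inhibition above the screen-wide mean plus 3 SD, cut at about 35% in these data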;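 also: 0% = median DMSO wells and 100% = median Neomycin B control wells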
#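 assay system = Cy5-tagged RRE RNA duplex with fluorescein-tagged Rev peptide | incubation = 5 + 15 min at 25 °C | also added = labelled Rev peptide | measure = % inhibition of FRET ratio versus controls | benchmarks = DMSO wells as 0% and neomycin B wells as 100% inhibition | measured by = FRET fluorescence readout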
# Mac1 fbg inh: inhibitors of human CD11b/CD18 binding to fibrinogen; P05107+P11215; K562 CD11b/CD18 adhesion to fibrinogen, ATPlite luminescence; Mn2+ added to activate the integrin; inhibition, % at 10 µM; 93,000 compounds, 0.54% hits;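 active = primary inhibition of 50% or more at 10 µM, then 40% or more on retest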; also: some results filed as inactive read as strong as hits
# ERb SRC1 inh: blocks coactivator binding to human estrogen receptor beta; inhibition, % at 25.6 µM; TR-FRET ER-beta LBD / SRC1-Cy5 peptide binding; receptor agonist-loaded with 1 µM estradiol; Q92731; AID 633; 86,000 compounds, 1.3% hits;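 active = compounds whose percent inhibition of the receptor-coactivator binding signal exceeds about 50% in the single-dose screen, limit read from the data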;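 also: 0% = receptor plus peptide wells without compound and 100% = peptide-only wells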
# Numbers without * were called inactive; x = no result given; [ ] = remark or other dose.
SMILES,ERa SRC1 pot,PLK1 kinase inh,Mac1 fbg enh,PLK1 PBD inh,ERa coact inh,FAK blocker,HIV Rev-RRE inh,Mac1 fbg inh,ERb SRC1 inh
CCOC(=O)C1CCN(C(=O)C2CCN(S(=O)(=O)c3c(C)noc3C)CC2)CC1,97,-16,1,0,15,0,3,15,24[fluorescence artefact?]
Cc1nnc(SCC(=O)Nc2ccc3c(c2)OCCO3)n1N,115,-7,-2,-1,-8,-1,4,-12,-11
CCOc1ccccc1C(=O)N1CCC(C(=O)c2ccc(F)cc2)CC1,107,-7,x,-13,-35,2,-2,x,-30
O=C(CN1CCC(n2nnc3cc(F)ccc32)CC1)NC1CCCCC1,112[fluorescence artefact?],-1,-4,5,-6,-4,6,-26,-13
CC(C)(C)NC(=O)CSc1ncnc2c1nnn2Cc1ccccc1Cl,85,-14,-1,-39,9,4,14,1,-6
CN(C)S(=O)(=O)c1cccc(CSc2cccc[n+]2[O-])c1,128,-17,1,-7,-7,-1,0,23,10
Cc1ccc(S(=O)(=O)Cc2csc(N)n2)cc1,109,x,0,x,10[fluorescence artefact?],x,x,4,8[fluorescence artefact?]
CC1=CC(C)(C)N(S(=O)(=O)c2ccc(C)cc2)c2cc(C)ccc21,99,-10,-5,-11,2,2,23,79*,1
CN1CCN(c2nc(-c3ccco3)cc(C(F)(F)F)n2)CC1,102,-12,-4,-3,-4,0,8,11,0
CCn1c(-c2ccccc2Cl)nn(CC(=O)Nc2ccc(OC)cc2)c1=S,x,-20,2,17,x,-2,-2,14,x
O=C1NCCCC1C(=O)N/N=C/c1ccccc1 (stereo not drawn),x,-10,1,-11,x,1,3,-37,x
c1cnc2ccc(C(c3nnnn3C3CCCCC3)N3CCN(C4CCCCC4)CC3)cc2c1 (stereo not drawn),120[fluorescence artefact?],-12,x,16,13,0,9,x,-3[fluorescence artefact?]
O=C(NCc1ccc2c(c1)OCO2)C1CCN(Cc2cnn(-c3ccccc3)c2-n2cccc2)CC1,119[fluorescence artefact?],2,-1,-5,-4,2,10,14,-2
CCOC(=O)C1CCN(C(=O)CN(c2ccc3c(c2)OCCO3)S(C)(=O)=O)CC1,105,-1,1,9,7,-1,7,0,-3
CC(C)(C)SCCNC(=O)CN(c1ccc(F)cc1)S(C)(=O)=O,116,-5,0,8,-12,-1,-1,75,-8
O=S(=O)(c1ccccc1)c1nc(-c2ccco2)oc1NCc1ccccc1,93,-8,-4,-2,4[fluorescence artefact?],1,10,-18,6[fluorescence artefact?]
Cc1ccc(Nc2ncnc3c2oc2ccccc23)cc1,104,0,-2,18,10,6,1,-33,-3[fluorescence artefact?]
c1ccc(N2CC[N+]3(CCCC3)CC2)nc1,89,-6,-4,-14,6,6,9,28,17
Cc1ccc2[nH]c(=O)c(CN(CCCN3CCOCC3)C(=O)NC3CCCCC3)cc2c1,113,-6,-5,17,0,-6,5,-4,-6
COc1ccc(C(=O)C[n+]2ccc3c(c2)nc(-c2ccc(OC)cc2OC)n3C)cc1,x,-5,x,-20,x,-2,-5,x,x
C=CCn1c(SCC(=O)Nc2ccc3c(c2)OCCO3)nnc1-c1ccco1,139,6,-3,-13,-5,-2,0,6,-5
CC(C)OC(=O)CSc1ncnc2c1cnn2Cc1ccccc1,107,-9,1,2,-5,4,12,6,-12
CCSCCNC(=O)c1cc(-n2cnnc2)ccc1Cl,116[fluorescence artefact?],-17,-8,5,-3,-2,5,12,0
CCOC(=O)C(CSCC(=O)c1ccc(Cl)cc1)NC(=O)OC(C)(C)C (stereo not drawn),102,-9,4,-11,1,-1,10,6,7
CCn1cc(C(C)(C)C)c(C#N)c1NC(C)=O,107,-8,-2,-4,8[fluorescence artefact?],2,8,-28,1[fluorescence artefact?]

# Additional records:
SMILES,ERa SRC1 pot,PLK1 kinase inh,Mac1 fbg enh,PLK1 PBD inh,ERa coact inh,FAK blocker,HIV Rev-RRE inh,Mac1 fbg inh,ERb SRC1 inh
CCc1nnc(NC(=O)CSc2nnc(Cc3cccn3C)n2CCOC)s1,114,-6,x,-21,-3,-4,-1,x,-15
O=C(Cn1c(-c2cncs2)nc2ccccc21)NC1CCCC1,120,-10,0,0,-4,1,8,8,-4
Nc1cc(C(=O)N2CCCC2)cc(C(=O)N2CCCC2)c1,115,-9,4,-24,-3,-2,0,-29,0
Cn1c(Cc2csc(N)n2)nnc1SCC(=O)NCc1ccccc1,94,-9,-1,15,-6,1,1,10,-2
CN(C)CCCNCCCNC(=O)/C=N/O,98,1,-3,18,-3,0,9,-35,4
O=C(Nc1cccc(NC(=O)c2ccc(-c3ccc(Br)cc3)o2)c1)c1ccccc1,139,-9,-4,10,3,0,8,0,16
Cc1ccc(N2CC(C(=O)NCCc3ccc(S(N)(=O)=O)cc3)CC2=O)cc1 (stereo not drawn),84,-7,-2,6,-2,2,7,-11,-6
Cc1ccc(NC(=O)CSCC#N)cc1,124,-38,0,22,-4,2,9,-14,0
COc1ccc(-c2nnc(NC(=O)c3ccc(S(=O)(=O)N4CCc5ccccc5C4)cc3)o2)cc1,119,-12,-4,-5,22[fluorescence artefact?],-5,2,-10,13[fluorescence artefact?]
Cn1cccc1C(=O)Nc1nccs1,115,-3,-3,-17,-5,25*,7,-9,1
CCOc1ccccc1C(=O)NCc1ccc2c(c1)OCO2,98,-3,-3,-10,-5,-2,-1,-5,2
O=C(Nc1ccccc1)Nc1ccccc1C(=O)NCc1ccccc1,94,-4,-3,-4,11,0,4,10,-1
Cc1cc2c3c(c1)C(C)(c1ccccc1)CC(C)(C)N3C(=O)C21C(C#N)=C(N)OC2=C1C(=O)CC(C)(C)C2 (stereo not drawn),90,-2,0,5,-2,2,0,46,-9
CCOC(=O)c1cnc2ccc(C(=O)OC)cc2c1Nc1ccc2c(c1)OCCO2,x,-9,x,-18,x,36*,1,x,x
CNC(=O)C(C)NS(=O)(=O)c1ccc(F)cc1 (stereo not drawn),122,-30,-4,-9,5[fluorescence artefact?],-2,4,-6,5[fluorescence artefact?]
Cc1cccc(C(=O)N2CCN(c3ccc([N+](=O)[O-])c(N4CCOCC4)c3)CC2)c1,x,-12,x,3,x,3,8,x,x
CCOc1ccc(NC(=O)CC2C(=O)N(c3ccccc3)C(=O)N2Cc2ccccn2)cc1 (stereo not drawn),82,-8,-3,-16,-9,3,9,10,-9
CCn1c(-c2csc(-c3ccc(Cl)cc3)n2)n[nH]c1=S,108,-14,48,5,-4,-4,5,-1,-9
O=C(Cn1c(=O)n(-c2ccc(F)cc2)c(=O)c2sccc21)N1CCCC1,114,-2,1,33,-7,-3,13,-16,18
O=S(=O)(c1cccc2cccnc12)N1CCc2ccccc21,93,-9,-4,-7,-5,5,6,-6,-5
O=C(Nc1ccc([N+](=O)[O-])cc1)/C(=C/c1cccc([N+](=O)[O-])c1)NC(=O)C1CCCCC1,88[fluorescence artefact?],-7,x,-6,3,-2,6,x,31[fluorescence artefact?]
O=C(O)C1C2C=CC(O2)C1C(=O)Nc1ccc(S(=O)(=O)Nc2ccccc2)cc1 (stereo not drawn),121[fluorescence artefact?],-13,x,-16,-4,-1,8,x,-8
CC(C)(C)NC(=O)C(c1ccc(F)cc1)N(Cc1ccco1)C(=O)Cn1nnc(-c2cccs2)n1 (stereo not drawn),113[fluorescence artefact?],-13,x,17,-3,0,9,x,-7
O=[N+]([O-])c1ccc(Sc2cccc3cccnc23)cc1,90,-15,-2,-19,1,-3,1,-39,-3
CCn1nnnc1SCC(=O)c1ccc(C)cc1,98,-14,x,19,-29,2,9,x,-14

# In a second layout: results already given.
SMILES	ERa SRC1 pot	PLK1 kinase inh	Mac1 fbg enh	PLK1 PBD inh	ERa coact inh	FAK blocker	HIV Rev-RRE inh	Mac1 fbg inh	ERb SRC1 inh
CC(C)(C)NC(=O)C(c1ccc(F)cc1)N(Cc1ccco1)C(=O)Cn1nnc(-c2cccs2)n1 (stereo not drawn)	113[fluorescence artefact?]	-13	x	17	-3	0	9	x	-7
CCn1cc(C(C)(C)C)c(C#N)c1NC(C)=O	107	-8	-2	-4	8[fluorescence artefact?]	2	8	-28	1[fluorescence artefact?]
C=CCn1c(SCC(=O)Nc2ccc3c(c2)OCCO3)nnc1-c1ccco1	139	6	-3	-13	-5	-2	0	6	-5
CCOc1ccccc1C(=O)N1CCC(C(=O)c2ccc(F)cc2)CC1	107	-7	x	-13	-35	2	-2	x	-30

# Other structures follow:
SMILES,ERa SRC1 pot,PLK1 kinase inh,Mac1 fbg enh,PLK1 PBD inh,ERa coact inh,FAK blocker,HIV Rev-RRE inh,Mac1 fbg inh,ERb SRC1 inh
COc1cc2[nH]c(=O)n(CCCCCC(=O)NCCc3c[nH]c4ccccc34)c(=O)c2cc1OC,101,-3,-1,20,-5,1,11,6,0
CCCCCCc1cc2cc(C(N)=O)c(=N)oc2cc1O,77,-8,-8,-84,7,0,87*[fluorescence artefact?],44,-1
CCOc1ccc(NC(=O)CSc2nc3ccccc3c(=O)n2CCCC(=O)N2CCCC2)cc1,131[fluorescence artefact?],-13,-3,-14,9[fluorescence artefact?],1,2,-19,3[fluorescence artefact?]
Cc1ccc(CCN2CC(C(=O)NCCCOC(C)C)CC2=O)cc1 (stereo not drawn),97,3,-1,5,-1,-1,0,-31,5
COc1ccc(-c2c(NC(=O)c3ccco3)n(C)c3ccccc3c2=O)cc1,101,-8,-3,20,-15,-1,6,2,-21
O=C(O)CCCCCNc1nc2ncn(Cc3ccccc3)c2c(=O)[nH]1,80,-3,-2,-2,0[fluorescence artefact?],-3,6,13,7[fluorescence artefact?]
CCC(C)(C)n1nnnc1C(C(C)C)N(CCCO)Cc1cc2cc(C)ccc2[nH]c1=O (stereo not drawn),91,-7,-3,-26,-8,-2,1,-4,-3

# A few values from the entries so far.
# For FAK blocker, COc1cc2[nH]c(=O)n(CCCCCC(=O)NCCc3c[nH]c4ccccc34)c(=O)c2cc1OC reads 1
# For ERa SRC1 pot, O=[N+]([O-])c1ccc(Sc2cccc3cccnc23)cc1 reads 90
# For Mac1 fbg inh, CC(C)(C)SCCNC(=O)CN(c1ccc(F)cc1)S(C)(=O)=O reads 75

# Four of the compounds above, field by field:
Cc1ccc(CCN2CC(C(=O)NCCCOC(C)C)CC2=O)cc1 (stereo not drawn)
  ERa SRC1 pot = 97 | PLK1 kinase inh = 3 | Mac1 fbg enh = -1 | PLK1 PBD inh = 5 | ERa coact inh = -1 | FAK blocker = -1 | HIV Rev-RRE inh = 0 | Mac1 fbg inh = -31 | ERb SRC1 inh = 5

CCOc1ccc(NC(=O)CSc2nc3ccccc3c(=O)n2CCCC(=O)N2CCCC2)cc1
  ERa SRC1 pot = 131[fluorescence artefact?] | PLK1 kinase inh = -13 | Mac1 fbg enh = -3 | PLK1 PBD inh = -14 | ERa coact inh = 9[fluorescence artefact?] | FAK blocker = 1 | HIV Rev-RRE inh = 2 | Mac1 fbg inh = -19 | ERb SRC1 inh = 3[fluorescence artefact?]

COc1ccc(-c2c(NC(=O)c3ccco3)n(C)c3ccccc3c2=O)cc1
  ERa SRC1 pot = 101 | PLK1 kinase inh = -8 | Mac1 fbg enh = -3 | PLK1 PBD inh = 20 | ERa coact inh = -15 | FAK blocker = -1 | HIV Rev-RRE inh = 6 | Mac1 fbg inh = 2 | ERb SRC1 inh = -21

COc1cc2[nH]c(=O)n(CCCCCC(=O)NCCc3c[nH]c4ccccc34)c(=O)c2cc1OC
  ERa SRC1 pot = 101 | PLK1 kinase inh = -3 | Mac1 fbg enh = -1 | PLK1 PBD inh = 20 | ERa coact inh = -5 | FAK blocker = 1 | HIV Rev-RRE inh = 11 | Mac1 fbg inh = 6 | ERb SRC1 inh = 0

# Bioassay records deposited in PubChem by several laboratories.

# The order is random. Share with any hit: about 4.7%.
